hcGAS inh: inhibitors of human cGAS | inhibition, % at 12.5 µM | recombinant h-cGAS, ATP depletion, Kinase-Glo luminescence | 290,000 compounds, 0.081% hits | AID 1259398;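 further: 0% = vehicle reaction and 100% = reaction without DNA for no activity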
Target sequence (Q8N884 whole entry, looked up): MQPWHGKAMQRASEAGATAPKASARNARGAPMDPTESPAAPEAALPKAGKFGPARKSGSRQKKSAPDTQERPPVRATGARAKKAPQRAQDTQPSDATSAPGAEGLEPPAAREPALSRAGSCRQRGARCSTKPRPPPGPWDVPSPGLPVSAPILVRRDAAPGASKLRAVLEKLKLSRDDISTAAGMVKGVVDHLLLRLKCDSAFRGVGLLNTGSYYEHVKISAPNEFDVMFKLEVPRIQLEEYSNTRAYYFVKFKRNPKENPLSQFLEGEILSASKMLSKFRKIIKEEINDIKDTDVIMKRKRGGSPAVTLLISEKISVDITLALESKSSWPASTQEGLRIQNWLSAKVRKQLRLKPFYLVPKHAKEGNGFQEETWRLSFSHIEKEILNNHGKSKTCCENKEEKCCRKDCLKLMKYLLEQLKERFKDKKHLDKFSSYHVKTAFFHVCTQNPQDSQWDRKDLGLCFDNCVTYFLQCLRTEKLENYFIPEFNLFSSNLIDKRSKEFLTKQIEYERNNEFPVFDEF
mcGAS inh: blocks mouse cGAS activity. inhibition, % at 12.5 µM. Q8C6L5. AID 1259399. 160,000 compounds, 0.15% hits. recombinant cGAS, Kinase-Glo ATP depletion luminescence;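 further: 0% = negative control wells and 100% = reference inhibitor with no enzyme activity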
NPYLR7 agonist: activates Aedes aegypti NPYLR7 receptor | activation, % at 10 µM | HEK293T NPYLR7/Galpha15, GCaMP6s calcium fluorescence | 270,000 compounds, 0.15% hits; in the data active means activation above about 40%;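 further: 0% = vehicle and 100% = reference agonist at the receptor; some compounds past the cut are filed as inactive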
* = called active by the depositor; . = not tested or not shown; & = joins results of further samples. Unless noted, no stated cut-off is given here; in the data, active means inhibition above about 40%; inactive means the rest.

canonical_smiles	hcGAS inh	mcGAS inh	NPYLR7 agonist
c1cc(-c2ccc(CN3CCOC4(CNCCOC4)C3)o2)[nH]n1 (stereo not drawn)	-13	-11	5
C=CCn1c(C)cc(C(=O)CSc2ncnc3sc(C)c(C)c23)c1C	-1	.	3
COc1ccc(-c2n[nH]c(=S)n2-c2ccc(C)cc2)cc1OC	1	.	-7
CC(C)COc1ccc(C(C)(C)CNC(=O)c2n[nH]c(=O)[nH]2)cc1	5	-1	8
CCCCn1c(=O)[nH]c(=O)c2c1ncn2Cc1ccco1	-11	.	-19
COc1ccc(C(CCN(Cc2ccc(N(C)C)cc2)C(C)=O)C2CCOC(C)(C)C2)cc1 (stereo not drawn)	-4	.	1
Cc1cc(=O)[nH]c(SCc2nc3ccccc3[nH]2)n1	3	.	6
COc1cccc(-c2nc(C(N)=O)c3[nH]c(=O)n(-c4ccc(C(C)(C)C)cc4)c3n2)c1O	-9	-7	-5
S=c1[nH]nc(CN2CCCC2)n1-c1ccc(Cl)cc1	-3	.	2
CCc1cc2c(=O)c(-c3nncn3-c3ccccc3)c(N)oc2cc1O	-4	.	7

An excerpt of these results, with values under each structure.
Under each structure – hcGAS inh, mcGAS inh, NPYLR7 agonist
> c1cc(-c2ccc(CN3CCOC4(CNCCOC4)C3)o2)[nH]n1 (stereo not drawn)
    -13, -11, 5
> CC(C)COc1ccc(C(C)(C)CNC(=O)c2n[nH]c(=O)[nH]2)cc1
    5, -1, 8
> CCCCn1c(=O)[nH]c(=O)c2c1ncn2Cc1ccco1
    -11, ., -19
> C=CCn1c(C)cc(C(=O)CSc2ncnc3sc(C)c(C)c23)c1C
    -1, ., 3

The main list resumes with the 2 entries that preceded the break.
canonical_smiles	hcGAS inh	mcGAS inh	NPYLR7 agonist
S=c1[nH]nc(CN2CCCC2)n1-c1ccc(Cl)cc1	-3	.	2
CCc1cc2c(=O)c(-c3nncn3-c3ccccc3)c(N)oc2cc1O	-4	.	7
Cc1cc(C)cc(N2CCC(NCC3CN(S(C)(=O)=O)CCO3)CC2)c1 (stereo not drawn)	-5	-10	-3
CCOC(=O)C1CCCN(C(=O)c2cc(-c3ccc(Cl)cc3)n(-c3ccccc3OC)c2C)C1 (stereo not drawn)	-9	-4	-12
C=CCN(Cc1nccn1Cc1cc(C)ccc1C)C(=O)C1CCCC1	-8	-5	20
Cc1ccccc1Cn1ccnc1CN(Cc1ccco1)C(=O)CC(C)C	-6	-5	25
CCN1C(=O)NC(c2ccc(Cl)cc2Cl)C2=C1CN(CC(=O)Nc1cccc(OCc3ccccc3)c1)C2=O (stereo not drawn)	-3	-3	-1
O=C(Nc1cccc(Br)c1)Nc1ccc(N2CCCC2)c(C(=O)NCC2CCCO2)c1 (stereo not drawn)	3	-3	-1
COc1ccc(CCC(=O)Nc2cccnc2)cc1F	-17	.	0
C=CCn1c(=NC(=O)c2cccc(N3C(=O)CCC3=O)c2)sc2cc(C(=O)OC)ccc21	-1	.	3
CCCCOc1ccc(-c2cc3c(=O)n(Cc4nc(-c5ccccc5Cl)no4)ccn3n2)cc1	-7	-8	0
CCNC(=O)NCC1CCN(Cc2cc3ccccc3[nH]2)CC1	3	.	-1

Additional records
canonical_smiles	hcGAS inh	mcGAS inh	NPYLR7 agonist
COC(=O)CCCC(=O)N1CCc2c([nH]c3ccccc23)C1c1ccccc1F (stereo not drawn)	2	1	-6
Cc1nc(CN2CCN(Cc3nc(CCc4ccccc4)no3)CC2)cs1	-7	-10	0
CC1(C(=O)NC2Cc3ccccc3C2)CCN1C(=O)Cc1ccccc1Cl (stereo not drawn)	-3	-2	0
COc1ccc(-c2cnc(-c3ccc(CNC(=O)c4oc5ccccc5c4C)cc3)[nH]2)cc1	-11	-9	.
CSCC(=O)N1CCCC(N2CCN(c3cccc(C(F)(F)F)c3)CC2)C1 (stereo not drawn)	1	.	2
O=S(=O)(Nc1ccccc1)c1cc(Br)ccc1Br	-8	.	-7
CN(C)C(=O)CNc1c(Cl)cccc1Cl	-10	.	4
O=C(O)CCn1c(C2CCCCC2)n[nH]c1=O	-4	-11	-6
C1=C(CCn2ccnc2C2CCOC2)CCCC1 (stereo not drawn)	-3	.	2
CCC(C)CN(CC(=O)N(Cc1ccccc1)Cc1ccc(C)s1)C(=O)Nc1ccc(Br)cc1 (stereo not drawn)	2	-5	0

Further structures follow:
canonical_smiles	hcGAS inh	mcGAS inh	NPYLR7 agonist
CC1(C(=O)Nc2ccccc2Cc2ccccc2)CCN1Cc1ccc(OC(F)(F)F)cc1 (stereo not drawn)	0	1	-2
C[C@@H](c1ccccc1)N1CCC1C(O)(c1ccccc1)c1ccccc1 (stereo partly drawn)	-4	.	1
CN1CCC(N(Cc2cccnc2)Cc2ccc3occc3c2)CC1	-5	.	3
COc1ccc2nc(-c3cccc(NC(=O)Nc4ccc(F)cc4)c3)cn2n1	-7	-10	2
COc1ccc(C)c2sc(N(Cc3ccccn3)C(=O)/C=C/c3cccs3)nc12	-3	-9	2
Cc1noc(-c2ccc(N(C)Cc3ccncn3)nc2)n1	-3	2	-26
Cc1c(C(=O)NCc2ccc(C#N)cc2)sc(=O)n1Cc1ccc(C(C)C)cc1	-8	.	10
CC1(C(=O)NCc2ccc3c(c2)OCO3)CCN1C(=O)Cc1cccs1 (stereo not drawn)	0	-5	-1
CN1C(=O)NC(c2cccc([N+](=O)[O-])c2)C2=C1CCCC2=O (stereo not drawn)	-4	-5	-5
Cc1cc(OCc2nc(C(=O)NCCN3CCOCC3)cs2)ccc1Cl	-6	-6	15

Continued.
canonical_smiles	hcGAS inh	mcGAS inh	NPYLR7 agonist
COc1cc(F)c(-c2c(-c3ccccc3)ncn2CCCO)cc1OC	-7	.	7
O=c1[nH]c(CN2CCN(CCO)CC2)nc2ccccc12	-6	.	1
Cn1nnnc1SCC(=O)N1Cc2cnc(C(C)(C)C)nc2C1	-2	-3	.
N#CC1C(=N)Oc2n[nH]c(-c3ccccc3)c2C12C(=O)Nc1ccc(F)cc12 (stereo not drawn)	-4	.	-3
CCC(C(=O)Nc1ccc(N2CCC(Cc3ccccc3)CC2)c(C(=O)NCCOC)c1)c1ccccc1 (stereo not drawn)	-5	-3	-7
Cn1c(Nc2ccccc2)nc2cnc(Nc3ccc(S(C)(=O)=O)cc3)cc21	-2	-8	10
CCCCC(O)CN(Cc1ccccc1)Cc1c(C)nn(-c2ccccc2)c1Oc1ccccc1 (stereo not drawn)	0	0	-7
CCCCOc1ccc(C(=O)NCCn2c(C)cc3ccccc32)cc1	-10	.	1
CCCCNC(=O)c1ccc2nc(CC)c(N(C)Cc3ccc(OC)cc3)n2c1	0	-6	-17
CCOc1cc(/C=N\N=C(N)N)ccc1OC(=O)c1ccc(C)cc1	0	.	-8

Next entries:
canonical_smiles	hcGAS inh	mcGAS inh	NPYLR7 agonist
Cc1cc(N(C)CC2CCN(CCO)CC2)nc(-c2ccccc2)n1	-3	-16	7
Cc1nc(-c2ccccc2)c(C(=O)N(C)Cc2snnc2C)s1	-3	.	1
CC(=O)NCc1ccc(-c2csc(NC(=O)C(C)S(C)(=O)=O)n2)cc1 (stereo not drawn)	-5	.	8
Cc1c(C)n2c3c(=O)n(CC(=O)OCc4ccccc4)c(=O)n(C)c3nc2n1C(C)c1ccccc1 (stereo not drawn)	-4	-7	7
CCCCN(CC(=O)Nc1cc(C(C)(C)C)nn1-c1ccc(C)cc1C)C(=O)NCc1ccccc1	-9	-5	-3
O=C(CCN(Cc1ccccc1)c1nc(-c2ccc(F)cc2)nc2ccccc12)NCCN1CCOCC1	-1	-9	.
CCc1ccc(OCCSc2nc3ccccc3n2CCC(=O)O)cc1	-5	-4	1
CN(Cc1nc(Cc2ccccc2Cl)no1)Cc1cccc2cnccc12	-3	.	18
Cc1ccc(CNC(=O)Cn2cnc3c([nH]c4ccccc43)c2=O)o1	-7	-8	.
COC(=O)C1=C(C)N(CCc2ccccc2)C(=O)C1(NC(=O)c1ccccc1)C(F)(F)F (stereo not drawn)	0	.	9

Next part
canonical_smiles	hcGAS inh	mcGAS inh	NPYLR7 agonist
CN1CCCN(CC2CC3C=CC2C3)CC1 (stereo not drawn)	-3	.	-12
O=C1CN(Cc2cccn2-c2ncccn2)CC(OCc2ccccn2)CN1C1CCCCC1 (stereo not drawn)	-9	-17	10
COc1ccccc1-c1nnc(SCc2ccccc2F)n1-c1cccc(C)c1	-2	-4	-1
CN(C(=O)c1cc(N2CC[C@@H](O)C2)ccn1)C1CCCCC1	-3	.	8
COC(=O)CN(c1cc(Cl)ccc1C)S(=O)(=O)c1ccc(C)cc1	-1	.	-1
O=C(c1ccc2c3c(cccc13)CC2)C1CCCN(C(=O)c2cnn3cccnc23)C1 (stereo not drawn)	-3	-4	2
CCCc1sc(C(=O)O)cc1-c1ccncc1	0	.	12
Cc1noc(C)c1CCC(=O)N1CCOC(CCCC(C)C)C1 (stereo not drawn)	-6	.	4
CCC(C(=O)N1CCN(Cc2cc(=O)c(OCc3ccc(F)cc3)co2)CC1)c1ccccc1 (stereo not drawn)	-13	-9	27
CCOC(CNC(=O)c1c(O)nc2sccn2c1=O)OCC	-8	-7	-1

The results go on.
canonical_smiles	hcGAS inh	mcGAS inh	NPYLR7 agonist
O=C(CCl)Nc1cc(C(F)(F)F)ccc1N1CCCCC1	1	-2	1
CCCCOc1ccc(C(=O)Oc2coc(CSc3nncn3C)cc2=O)cc1	-6	-5	-2
O=C(CN1CCOc2ccccc2C1)NCc1cn[nH]c1-c1cccs1	-7	-13	-4
COc1ccc(-c2cc(C(=O)NCCN3CCCC3)c(C)n2-c2ccccc2F)cc1	-5	-3	-9
Cc1cccc(-n2c(SCc3ccc(C(=O)NCc4ccc5c(c4)OCO5)cc3)nnc2-c2ccncc2)c1	-2	-6	-1
CCc1ccc(C(=O)N(CC(=O)N(Cc2ccc(F)cc2)Cc2ccco2)C(C)C)cc1	-6	-5	-2
CCCn1c(=O)c2c(nc3n2CC(C)=NN3CC(=O)OCC)n(C)c1=O	-6	-6	-1
CCCCc1ccc(N2CCCn3c2nc2c3c(=O)n(CCOC)c(=O)n2C)cc1	-4	.	-8
COC(=O)c1ccc(C(=O)N2CCN(C(c3ccccc3)c3ccc(F)cc3)CC2)cc1 (stereo not drawn)	-6	-8	3
CCC(CO)N(Cc1ccc(Cl)cc1Cl)C(=O)Nc1cccc(C#N)c1 (stereo not drawn)	-6	.	1

(list continues)
canonical_smiles	hcGAS inh	mcGAS inh	NPYLR7 agonist
C/C(=C\C(=O)Nc1ccc(Br)cc1Br)C(=O)O	1	.	-2
CN1CCN(C(=O)c2cnc(N3CCCC3)nc2)CC12CCNCC2	-12	-6	.
O=C(O)c1cc2c(c(-c3cc(=O)c4cc(Cl)ccc4o3)c1)OCOC2	-2	.	7
CCc1nc2ccc(C(=O)Nc3cc(-c4ccccc4)ccc3OC)cn2c1N(C)Cc1cccs1	-5	-3	7
Cc1ccc(/C=C/S(=O)(=O)NCCCn2nc(-c3ccc(C)cc3)ccc2=O)cc1	-3	.	4
OCCOCCn1cnc(-c2ccccc2)c1-c1ccc(O)c(Cl)c1	-8	.	19
COc1ccc(C(=O)Nc2ccc(-c3c(-c4ccc(N(C)C)cc4)nn(-c4cccc(C)c4C)c3OC(C)=O)cc2)cc1	-1	-4	0
CCN(CC)c1ccc(CN(C(=O)NC(C)(C)C)C2CC2)c(OS(C)(=O)=O)c1	0	-4	18
CN1CCN(c2cc(Oc3ccc(F)cc3)ncn2)CC1	-7	-7	-8
Cc1ccc(C(=O)N(C)[C@@H](C)C(=O)O)cc1NC(=O)C1CCCC1	1	-5	-9

Next section.
canonical_smiles	hcGAS inh	mcGAS inh	NPYLR7 agonist
O=C(CNC(=O)c1ccc2c(c1)OCCO2)N=Nc1c(O)n(Cc2ccc3c(c2)OCO3)c2ccccc12	-3	-6	-4
S=C(N=P(c1ccccc1)(N1CCOCC1)N1CCOCC1)Nc1ccc(Cl)cc1	-8	.	20
CCOC(=O)C1(CCOc2ccccc2)CCN(C(=O)Nc2ccc(C)cc2C)CC1	-2	-4	10
COc1cccc2cc(C(N)=O)c(=Nc3ccccc3)oc12	-6	-5	-4
CN1CCN(CCCF)CC12CCC(=O)N(CC1CC1)CC2 (stereo not drawn)	-15	-7	.
CCOc1ccc2ccccc2c1/C=N\N1C(=O)C2C3C=CC(CC3)C2C1=O (stereo not drawn)	-4	-6	-9
CCNC(=O)CSc1nnc(N2CCCCC2)n1-c1ccc(C)cc1	-8	-8	3
O=C(NCCN1CCOCC1)c1nn(-c2ccccc2F)c(=O)n(Cc2cccc(C(F)(F)F)c2)c1=O	-9	-6	10
COc1cccc(C(CN2CCN(C(=O)c3cc(C)on3)CC2)OCc2ccc(C#N)cc2)c1 (stereo not drawn)	-5	-6	-1
N#Cc1c(NC(=O)CSc2nc3ccccc3s2)sc2c1CCCC2	-2	.	10

(next part)
canonical_smiles	hcGAS inh	mcGAS inh	NPYLR7 agonist
O=C(NCC1CCCN(Cc2ccccn2)C1)c1cccs1 (stereo not drawn)	-6&-8	.	20&-6
Oc1ccccc1C1N=C(c2ccccc2)NC(c2ccccc2)=N1	-7	.	-1
O=C(c1coc(CN(CCc2c[nH]c3ccccc23)Cc2ccccc2Cl)n1)N1CCCC1	-3	-6	3
OC(CN1CCOCC1)CN(Cc1ccc2c(c1)OCO2)Cc1c(-c2ccccc2)noc1N1CCCC1 (stereo not drawn)	-3	-7	.
CCCn1nc(C(=O)O)c2c1CCC(N1Cc3nc(C)n(C)c(=O)c3C1)C2 (stereo not drawn)	-6	.	6
O=C(NCCCN1CCc2ccccc21)C1(S(=O)(=O)c2ccccc2)CCCC1	-4	.	14
COc1ccc(-c2nc3sc(CCNS(=O)(=O)c4ccc(Cl)cc4)c(C)n3n2)cc1	-2	-5	4
CCN(C(=O)NCCCCc1cnn(C)c1)c1ccc(F)cc1	-7	-15	-9

The order is random; about 0.27% have a hit in one of these screens.
